# TCR CD3 inh = blocks the human TCR-CD3 interaction | TAMRA-labeled TCR probe fluorescence, biochemical | inhibition, % at 9.4 µM | hit rate 0.37% among 360,000 | AID 651800; in the data active means inhibition above about 19%;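 further: recombinant mutant TCR 2C K166C tagged with TAMRA read by polarization; 0% = receptor in buffer alone and 100% = receptor with positive control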
# GC-B act = GC-B (human) receptor activation; HEK293-GC-B cells, CNP EC30, cGMP TR-FRET; 0% at EC30 CNP, 100% saturating CNP; hit rate 0.11% among 370,000; P20594; activation, % at 10 µM;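 active means activation at 10 µM reaching about 35% in either raw or pattern-adjusted values, limit read from the data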
# UHRF1 MBD2 ctr = UHRF1 methyl-DNA binding inhibition. inhibition, % at 4.4 µM. Q96T88. UHRF1 binding to methylated oligo, TR-FRET. hit rate 0.75% among 370,000; in the data active means inhibition above about 21%;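 further: UHRF1 SRA domain binding a hemimethylated CpG hairpin DNA probe; 0% = median of test compound wells and 100% = reference inhibitor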
# mABHD4 FP = inhibitors of mouse ABHD4. Q8VD66. purified mABHD4, FP-Rh probe fluorescence polarization. inhibition, % at 8.92 µM. hit rate 0.54% among 370,000. AID 720543;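 active means inhibition exceeding the mean over every tested compound plus 3 SD, cut at about 30% in these data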;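 further: 0% = plate median of compound wells and 100% = S159A mutant with DMSO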
# Target sequence (Q8VD66 whole entry, looked up): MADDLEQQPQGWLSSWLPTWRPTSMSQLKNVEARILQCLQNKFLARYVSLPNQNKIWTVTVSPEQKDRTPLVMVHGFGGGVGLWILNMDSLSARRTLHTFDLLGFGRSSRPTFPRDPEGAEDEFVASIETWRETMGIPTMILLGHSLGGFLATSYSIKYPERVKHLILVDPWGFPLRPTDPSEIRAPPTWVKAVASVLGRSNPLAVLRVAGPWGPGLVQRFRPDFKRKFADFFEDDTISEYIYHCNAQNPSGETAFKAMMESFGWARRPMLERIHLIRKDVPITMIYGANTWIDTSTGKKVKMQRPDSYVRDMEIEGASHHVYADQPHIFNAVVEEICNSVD
#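 assay system = mABHD4 protein | compound dosing = single nominal dose of 8.92 µM, 0.89% DMSO final | read-out basis = percent inhibition of probe binding, normalized to plate controls | schedule = Enzyme–compound pre-incubation 45 min, then probe 60 min, both 25 °C | detection = fluorescence polarization, excitation 525 nm, emission 598 nm, BODIPY TMR filters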
# PRMT1 inh = inhibitors of human PRMT1; inhibition, % at 2.79 µM; recombinant PRMT1, activity-based probe fluorescence polarization; hit rate 1.3% among 370,000; Q99873; AID 652257;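 active means inhibition above about 21% made by adding two undisclosed values, limit read from the data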
# MBD2 inh = blocks human MBD2 binding to methylated DNA. inhibition, % at 4.4 µM. TR-FRET, MBD2 binding to methylated oligonucleotide. Q9UBB5. AID 686964. hit rate 0.31% among 370,000; in the data active means inhibition above about 13%
# Target sequence (Q9UBB5 whole entry, looked up): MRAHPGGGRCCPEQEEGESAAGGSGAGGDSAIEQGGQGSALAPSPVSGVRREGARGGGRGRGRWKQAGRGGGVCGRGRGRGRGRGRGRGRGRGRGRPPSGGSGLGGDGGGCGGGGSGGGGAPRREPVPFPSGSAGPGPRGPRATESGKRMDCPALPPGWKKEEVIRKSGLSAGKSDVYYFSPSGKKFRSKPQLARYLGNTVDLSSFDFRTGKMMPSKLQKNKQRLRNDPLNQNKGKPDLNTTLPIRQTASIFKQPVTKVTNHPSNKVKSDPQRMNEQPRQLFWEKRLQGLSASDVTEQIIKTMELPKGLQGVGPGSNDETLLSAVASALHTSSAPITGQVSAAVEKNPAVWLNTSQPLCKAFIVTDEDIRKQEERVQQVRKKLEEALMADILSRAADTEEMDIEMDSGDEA
# HTRA1 inhibitor = inhibitors of human serine peptidase HTRA1; recombinant HTRA1, FP-rhodamine activity-based probe, fluorescence polarization; inhibition, % at 5.96 µM; hit rate 0.5% among 340,000; AID 504803; in the data active means inhibition above about 36%;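 further: 0% = enzyme with DMSO and 100% = wells lacking enzyme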
# rCAG RNA binder = binds r(CAG) RNA repeats; hit rate 1.3% among 370,000; r(CAG) RNA repeat, TO-PRO-1 dye displacement fluorescence; inhibition, % at 3 µM;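 active means inhibition above the plate cutoff, the mean of all test compounds on that plate plus 3 SD, cut at about 35% in these data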;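 further: 0% = DMSO alone and 100% = 100 µM mitoxantrone as full dye displacement; higher means more dye released from RNA so lower well fluorescence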
# GC-A act = GC-A (human) enzyme activation. P16066. HEK293 GC-A cells, cGMP TR-FRET, EC30 ANP; 0% at EC30 ANP, 100% saturating ANP. activation, % at 10 µM. hit rate 0.14% among 370,000. AID 1671463; in the data active means activation above about 40%
# SIAE primary = blocks human sialic acid acetylesterase; inhibition, % at 9.66 µM; AID 1053197; hit rate 0.69% among 370,000; SIAE FP-Rh probe binding, fluorescence polarization;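 active means inhibition above a cutoff: mean of compounds within the control limits plus 3 SD of those, cut at about 17% in these data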;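 further: 0% = plate median of compound wells and 100% = probe without SIAE protein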
# Numbers without * were called inactive; x = not tested or not shown; & = joins results of further samples.
SMILES,TCR CD3 inh,GC-B act,UHRF1 MBD2 ctr,mABHD4 FP,PRMT1 inh,MBD2 inh,HTRA1 inhibitor,rCAG RNA binder,GC-A act,SIAE primary
COC(=O)c1cc(=O)n(Cc2cccs2)c(=Nc2ccccc2)s1,4.5,-5.8,-0.1,-6.0,-2.2,-4.3,-7.5,-0.3,-12.3,2.6
CCCCCCNC(=O)Cc1nc2nc(C)cc(C)n2n1,5.7,0.7,-0.6,7.1,-1.6,1.1,1.0,-2.6,1.3,2.7
C=C1N(C)c2cc([N+](=O)[O-])c(N)cc2C1(C)C,1.4,-12.0,-17.9,22.9,3.2,-22.8,54.2*,16.8,-14.7,18.0*
O=C(CC1C(=O)NCCN1Cc1cccc(F)c1)NCCCOc1cccnc1 (stereo unspecified),10.3,-0.2,0.8,-6.0,3.0,2.5,5.5,-1.4,-1.7,-5.9
O=C(NCc1ccccc1)NC1(C(=O)N2CCCC2)CCCCC1,5.5,4.8,-4.4,-3.8,-0.7,3.9,-4.1,-0.7,6.1,-2.4
Cc1ccc(-n2ncc3c(NCCCN4CCCC4=O)ncnc32)c(C)c1,8.8,-1.7,0.5,0.3,-5.3,5.3,4.9,-7.6,-0.3,2.8
COc1ccc(-n2ncc3c2CC(C)(C)CC3NC(=O)c2ocnc2C)cc1 (stereo unspecified),-1.6,3.4,0.6,8.1,3.3,-3.8,-0.9,-8.0,-1.7,3.3
O=c1c2nccnc2[nH]c(=S)n1Cc1ccccc1Cl,6.6,-1.4,-2.7,-3.0,-2.0,-0.6,3.1,2.1,0.0,1.7
CCOC(=O)C1=C(C)N(Cc2ccccc2)C(=O)NC1c1ccc(OC)cc1 (stereo unspecified),8.6,-9.9,-0.8,-5.3,-1.6,1.1,-5.3,-4.8,-18.4,-1.6
O=C(CCC(=O)Nc1ccc(Cl)cc1Cl)NNC(=O)[C@@H]1CCCC[C@@H]1C(=O)O,-1.4,3.4,-2.5,5.2,-2.9,-4.0,-1.3,1.6,1.2,11.0
CCCN(CC(=O)Nc1ccccc1C)C(=O)c1ccc(C2SCCS2)cc1,4.3,-2.8,2.2,-5.0,-0.3,2.4,-10.9,0.2,-0.9,-5.9
COc1cc(OC)cc(C(=O)NCC(=O)OCC(=O)c2ccc3c(c2)-c2ccccc2C3)c1,-4.8,-1.2,1.0,-24.7,7.1,-0.1,-35.2,17.4,-4.3,-29.0
Cc1ccc(-c2noc(CCC(=O)NCc3ccco3)n2)cc1,5.5,-2.1,1.1,8.2,0.3,-1.7,-11.0,2.8,-0.1,-5.6
COc1ccc(NC(=O)COC(=O)C2COc3ccccc3O2)cc1OC (stereo unspecified),-2.3,-3.9,12.2,-1.1,-3.3,0.9,-1.8,-0.4,1.7,2.3
Nc1nnc(CCc2ccccc2)s1,4.2,6.9,2.8,1.4,-0.2,1.1,1.2,-0.9,3.4,4.3
Cn1cccc1-c1cc(C(=O)N/N=C/c2cc(Br)ccc2O)[nH]n1,-1.9,1.0,-3.3,2.2,-0.4,-2.5,22.2,25.3,2.4,23.8*
CCC(=O)OCC(=O)Nc1cc([N+](=O)[O-])ccc1Cl,3.6,-4.3,-0.3,-1.0,-4.6,-4.8,6.8,-1.9,3.4,-3.1
O=C(O)C1(P(=O)(c2ccc(Cl)cc2)c2ccc(Cl)cc2)CCCC1,0.6,-6.6,0.5,-3.5,-1.4,3.5,0.4,3.0,-6.0,1.4
COC(=O)C1(C(=O)OC)C(C(=O)c2ccccc2)C1c1ccccc1 (stereo unspecified),-1.6,-2.5,0.3,1.1,1.6,0.8,-9.4,-0.7,-5.3,-4.3
CC(=O)N1CCN(c2ccc(Nc3nc(C)nc4c3oc3ccccc34)cc2)CC1,-1.9,9.7,-1.3,3.5,0.6,-1.1,8.4,-1.8,2.0,5.7
CC(C)Nc1nc(NC(C)C)nc(N(C)n2cnnc2)n1,5.0,-1.2,-1.4,-0.4,-1.6,-1.8,-3.1,0.2,4.2,3.9
CCOC(=O)n1cc(C(=O)c2ccccc2O)cn1,7.6,-1.4,0.8,6.0,-2.4,-1.7,-5.2,0.3,0.1,0.6
COc1ccccc1C(NC(=O)C1CCN(CCOc2ccc3ccccc3c2)CC1)c1ccccn1 (stereo unspecified),7.1,-3.7,-1.5,1.9,-9.7,-3.4,x,4.6,0.6,-2.4
COc1ccccc1CNS(=O)(=O)c1ccc2c(c1)N(C(C)=O)CCO2,-6.1,4.0,1.5,-7.0,4.7,4.2,3.1,3.8,1.8,3.9
COc1ccc(/C=N/NC(=O)C(=O)NCc2cccnc2)cc1,7.6,0.3,-1.3,-5.5,0.0,-0.9,-3.5,5.6,-0.6,0.8
CCNc1ccc(S(=O)(=O)N(C)C)cc1NCC(=O)Nc1ccc(F)c(Cl)c1,3.0,-8.1,0.3,-5.1,-0.9,-1.9,-1.5,7.7,-0.7,-8.2
CCOC(=O)c1c(CN2CCOCC2)n(C)c2cc(Br)c(O)c(CN(C)C)c12,8.4&-5.2,-2.7&8.4,2.0&5.7,3.1&-1.9,-1.3&15.1,-1.7&10.4,7.3&2.0,1.0&-1.3,-1.1&-7.7,6.7&0.9
CCn1c(=O)c([N+](=O)[O-])c(NC2CCS(=O)(=O)C2)c2ccccc21 (stereo unspecified),7.3,0.3,3.9,1.2,-1.9,-2.2,-0.5,-0.9,3.8,-3.0
COc1ccccc1NC(=O)C(C)OC(=O)C1CCN(S(=O)(=O)c2ccccc2C(F)(F)F)CC1 (stereo unspecified),4.5,-3.2,-0.8,-11.2,-3.5,2.5,-17.4,0.2,-4.9,-4.8
COc1ccc(N=Nc2[nH]c3ccc(C)cc3c2O)cc1,1.1,-1.9,-2.7,21.1,-0.3,-0.9,0.3,12.3,0.5,4.1
COc1ccc(NC(=O)c2c(F)c(F)c(F)c(F)c2F)cc1Cl,-6.1,2.4,-1.2,-4.2,-1.4,3.2,-6.1,-1.6,1.3,2.8
CN1CCC[C@H]1CCNc1ccc2c(=O)c3ccccc3n(C)c2c1,3.1,-4.5,2.3,7.4,6.9,-1.9,10.5,13.5,2.3,3.1
Fc1ccc(C2=Nn3c(Cc4ccccc4F)nnc3SC2)cc1,-3.3,-4.0,0.5,-3.2,-0.9,-4.9,-13.6,1.8,16.2,3.1
CC1CN(C(=O)c2cc(-c3ccc(Cl)s3)nc3ccccc23)CC(C)O1 (stereo unspecified),5.7,-4.5,0.4,3.7,0.3,-2.3,-13.6,3.9,-3.0,-2.5
COc1ccccc1C(CCNCc1ccc(N(C)C)cc1)c1ccc(OC(C)C)cc1 (stereo unspecified),-1.4,-4.4,-1.7,10.8,-0.3,-3.4,-0.8,8.8,-23.6,4.4
COCC(=O)N(Cc1cc2cc(OC)ccc2[nH]c1=O)c1ccccc1OC,-3.2,-11.4,8.8,-0.8,15.2,-2.4,6.8,1.8,-4.3,-1.3
CCOc1ccc(-c2n[nH]c(C)c2Oc2ccc(OC)cc2)c(O)c1,-4.7,-2.1,-1.2,-21.8,-1.4,2.5,-7.3,9.9,8.0,5.0
COc1ccc2c(c1OC)C(=O)OC2N1C(=O)CC[C@H]1C(=O)Nc1ccc(F)cc1F (stereo partly specified),0.6,8.6,0.7,1.0,-5.6,-2.0,7.1,1.2,2.9,-3.2
O=C(CC(Nc1ccc(F)cc1)c1ccccc1)c1ccccc1 (stereo unspecified),8.2,-0.3,-2.4,-8.2,-2.2,-2.4,0.4,0.0,-1.4,2.4
CCOc1cc(CN2CCC(CO)(Cc3cccc(C(F)(F)F)c3)CC2)ccc1OC,2.1,-5.0,17.4,-1.2,-1.1,9.2,10.7,-10.4,3.3,1.7
COc1ccc(NC(=O)c2ccc3nc(-c4ccccc4)c(-c4ccccc4)nc3c2)c(OC)c1,3.4,1.5,-1.4,4.5,-0.4,-2.3,1.1,1.9,0.3,-1.2
COc1cc(C2NC(=O)NC(C)=C2C(=O)OCC2CCCO2)cc(OC)c1OC (stereo unspecified),1.0,-1.9,1.1,1.2,0.9,-5.6,1.1,-1.0,-5.6,7.1
COCCN(CC1CCCN(C2Cc3ccccc3C2)C1)C(=O)CCC(N)=O (stereo unspecified),-4.9,-6.5,1.6,-5.2,2.4,1.2,3.8,-7.6,-9.8,-1.2
O=C(CSc1nnc(-c2cccnc2)o1)Nc1ccc(Br)cc1,-5.2,-0.1,0.5,5.9,0.1,-2.3,1.6,0.6,-0.3,-2.9
COc1ccc(CNC(=O)C2CCN(S(=O)(=O)c3cccc4nsnc34)CC2)cc1,-13.3,-0.3,3.7,-7.8,-3.1,1.3,12.7,3.1,-5.4,0.4
CCc1ccc(CN2CCC(n3nccc3NC(=O)Cc3ccccc3)CC2)o1,8.6,-0.1,0.2,-0.4,-0.1,-4.8,-2.5,-7.0,1.4,-3.3
O=C(Cc1ccc(S(=O)(=O)N2CCCCC2)s1)Nc1cccc2ccccc12,10.2,5.4,1.3,0.0,0.9,1.1,-6.3,8.9,4.5,-2.2
Cc1cc(C)n(-c2nc3nonc3nc2-n2nc(C)cc2C)n1,-2.7,3.9,-2.1,2.5,-2.4,4.8,11.7,-2.6,-0.8,1.5
Cc1cc(Nc2ccccc2F)n2ncnc2n1,-5.3,-2.1,0.9,0.5,-0.8,0.6,-3.2,2.6,1.8,0.3
Cc1cc(Cl)n2ncc(-c3ccccc3)c2n1,-3.4,-17.9,-2.3,-7.5,-0.7,-2.3,6.1,5.0,-14.7,-6.2
O=C(Oc1cccc(NC(=O)c2cccs2)c1)c1cccc(S(=O)(=O)N2CCCC2)c1,-1.3,7.3,-6.2,-37.0,-1.8,-4.3,-51.1,9.3,4.8,-71.2
CC(=O)Nc1ccc(Cl)cc1C1COC(=O)C1=N (stereo unspecified),-2.1,-1.5,0.3,6.6,-0.9,0.8,5.2,-1.1,2.1,-0.3
c1ncn(C23CC4CC(CC(C4)C2)C3)n1,6.8,2.7,-1.2,0.7,-0.7,-1.5,6.1,-0.3,-1.2,-0.8
CCOc1cc(/C=C/c2nc3ccccc3s2)ccc1OCC(=O)N1CCOCC1,-3.6,5.0,0.3,-5.5,-0.7,-4.0,-9.4,-0.6,9.8,-9.5
CSc1ncccc1C(=O)OC(C)C(=O)Nc1cccc(S(=O)(=O)N2CCOCC2)c1 (stereo unspecified),-0.9,-1.8,-1.6,-8.1,-3.8,-7.5,2.5,7.3,6.0,-7.7
CCOCCCNC(=O)NC12CC3CC(CC(C3)C1)C2,2.9,6.0,0.1,-0.6,0.4,0.8,2.9,-6.4,-1.5,-5.6

# Records listed so far marked active in SIAE primary.
structure	TCR CD3 inh	GC-B act	UHRF1 MBD2 ctr	PRMT1 inh	MBD2 inh	HTRA1 inhibitor	GC-A act	SIAE primary
C=C1N(C)c2cc([N+](=O)[O-])c(N)cc2C1(C)C	1.4	-12.0	-17.9	3.2	-22.8	54.2*	-14.7	18.0*
Cn1cccc1-c1cc(C(=O)N/N=C/c2cc(Br)ccc2O)[nH]n1	-1.9	1.0	-3.3	-0.4	-2.5	22.2	2.4	23.8*

# Some of the compounds tested; the hit share may differ from the screen's.
